From PubChem BioAssay
MCL1-BIM inh – inhibitors of human MCL1 binding to BIM-BH3 peptide | 320,000 compounds, 0.68% hits | GST-MCL1 / FITC-Bim-BH3 fluorescence polarization | Q07820 | inhibition, % at 10.9 µM | AID 2057;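 active means inhibition above the mean inhibition of all tested compounds plus 3 SD, set per campaign, cut at about 40% in these data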;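 further: 0% = DMSO wells and 100% = unlabeled Bim-BH3 peptide control; higher means more loss of mP so more displacement of Bim peptide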
Target sequence (Q07820 whole entry, looked up): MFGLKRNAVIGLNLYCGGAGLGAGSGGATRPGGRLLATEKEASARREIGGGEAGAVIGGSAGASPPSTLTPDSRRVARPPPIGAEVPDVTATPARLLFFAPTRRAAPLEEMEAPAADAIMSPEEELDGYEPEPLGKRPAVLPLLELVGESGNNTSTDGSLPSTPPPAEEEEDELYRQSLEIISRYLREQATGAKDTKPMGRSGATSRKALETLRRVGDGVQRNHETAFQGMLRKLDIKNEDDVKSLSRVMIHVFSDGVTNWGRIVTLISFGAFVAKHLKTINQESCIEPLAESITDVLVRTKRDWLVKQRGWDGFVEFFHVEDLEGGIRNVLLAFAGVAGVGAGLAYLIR
GLD-1 RNA inh – GLD-1-TGE RNA interaction inhibition (C. elegans); purified GLD-1 + fluorescein TGE RNA, fluorescence polarization; inhibition, % at 5.96 µM; 320,000 compounds, 0.44% hits;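 active means percent inhibition above a per-plate cutoff, the plate mean of test compounds plus 3 SD, cut at about 30% in these data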;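 further: 0% = DMSO wells with GLD-1 and probe and 100% = wells lacking GLD-1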
VLA-4 inh – inhibition in a human VLA-4 binding assay. P13612. VLA-4 expressing cells, ligand binding flow cytometry. inhibition, % (about 7 µM as worked out from the volumes in the protocol). 330,000 compounds, 0.2% hits; in the data active means inhibition above about 50%
Fam108B inh – counter-screen for RBBP9 inhibitors: inhibitors of mouse Fam108B; 300,000 compounds, 0.33% hits; recombinant Fam108B, FP-Rh probe fluorescence polarization; inhibition, % at 9.51 µM;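 active means inhibition above the screen mean inhibition plus 3 SD, computed separately per campaign, cut at about 18% in these data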;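 further: inhibitors lower polarization as less probe binds the enzyme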
CIT2 TOR yeast – alters CIT2-GFP fluorescence in TOR pathway yeast screen. S. cerevisiae CIT2-GFP strain, flow cytometry, 3 h; 100 means same as DMSO wells. GFP response vs DMSO, % at 10 µM. 320,000 compounds, 0.065% hits. AID 2029;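 active means GFP response relative to DMSO above a set limit, near the screen mean plus 3 SD, cut at about 150% in these data; inconclusive means Fewer than 70 cells measured for a yeast strain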;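 further: ratio of well median GFP fluorescence to mean of DMSO wells on the plate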
MEX-5 binding – C. elegans MEX-5 TCR-2 RNA binding activity. Q9XUB2. MEX-5/FITC-TCR2 RNA binding, fluorescence polarization; active compounds read low. activity score (negative = inhibition of binding), % at 10 µM. 300,000 compounds, 0.38% hits. AID 1832;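 active means inhibition past about -25% in most replicates, and total fluorescence under double the plate's negative control median, limit read from the data; inconclusive means replicates evenly split on the limit, or fluorescence at least double controls; inactive means too little inhibition in most replicates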;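 further: 0% = DMSO and -100% = 5 µM competing unlabeled TCR2 RNA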
Target sequence (Q9XUB2 whole entry, looked up): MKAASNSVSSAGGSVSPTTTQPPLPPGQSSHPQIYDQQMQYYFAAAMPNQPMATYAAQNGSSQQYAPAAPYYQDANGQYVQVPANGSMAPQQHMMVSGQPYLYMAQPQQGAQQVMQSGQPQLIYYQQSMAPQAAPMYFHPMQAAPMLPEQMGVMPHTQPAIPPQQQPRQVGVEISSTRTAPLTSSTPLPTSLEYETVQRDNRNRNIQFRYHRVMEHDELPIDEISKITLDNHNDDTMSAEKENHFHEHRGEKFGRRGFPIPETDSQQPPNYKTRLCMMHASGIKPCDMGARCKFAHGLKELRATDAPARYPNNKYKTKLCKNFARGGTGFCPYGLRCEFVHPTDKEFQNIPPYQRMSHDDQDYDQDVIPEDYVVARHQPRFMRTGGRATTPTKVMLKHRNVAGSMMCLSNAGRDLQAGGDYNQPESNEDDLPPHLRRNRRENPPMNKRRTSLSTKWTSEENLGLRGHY
Bcl-xL primary – Bcl-xL (human) inhibition | inhibition, % at 10.9 µM | GST-Bcl-xL / FITC-Bim BH3 peptide fluorescence polarization | AID 2129 | 320,000 compounds, 0.7% hits | Q07817;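 active means inhibition above the mean of all tested compounds plus 3 SD, cutoff set per campaign, cut at about 30% in these data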;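 further: 0% = DMSO wells and 100% = unlabeled Bim-BH3 peptide competitor; inhibitors lower millipolarization by displacing the labeled peptide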
Target sequence (Q07817 whole entry, looked up): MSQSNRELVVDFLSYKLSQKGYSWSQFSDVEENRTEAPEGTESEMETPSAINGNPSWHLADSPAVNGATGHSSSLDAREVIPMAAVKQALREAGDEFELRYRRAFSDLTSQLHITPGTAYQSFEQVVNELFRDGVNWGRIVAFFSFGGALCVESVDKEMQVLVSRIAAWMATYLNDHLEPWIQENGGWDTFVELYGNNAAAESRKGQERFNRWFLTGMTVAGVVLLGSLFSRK
GRK2 inh – human GRK2 inhibition via aptamer displacement; inhibition of aptamer binding, % at 10 µM; 330,000 compounds, 0.59% hits; P25098; bead flow cytometry, FAM-aptamer displacement from GRK2;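 active means inhibition of aptamer binding above 40%, roughly 3 SD of noise, on plates passing a quality check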;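 further: median bead fluorescence of bound FAM aptamer so fluorescent compounds give negative values; no value below 0 was filed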
AGP1-GFP MLPCN – modulators of TOR pathway AGP1-GFP in S. cerevisiae | 320,000 compounds, 0.02% hits | S. cerevisiae AGP1-GFP multiplex flow cytometry, 3 h; GFP as percent of DMSO wells | GFP response vs DMSO, % at 10 µM | AID 2066;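 active means GFP response relative to DMSO above a set limit, near screen average plus 3 SD, cut at about 150% in these data; inconclusive means fewer than 70 cells counted for the yeast strain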;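 further: median GFP channel fluorescence of the gated AGP1 strain per well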
* = called active by the depositor.

For O=C(c1cccc(Cl)c1)N1CCN(CCCc2ccccc2)CC1 the results were MCL1-BIM inh -5, GLD-1 RNA inh 2, VLA-4 inh 0, Fam108B inh -6, CIT2 TOR yeast 104, MEX-5 binding -3.1, Bcl-xL primary -2, GRK2 inh 36 and AGP1-GFP MLPCN 111.
For O=C(CN1c2cccc3cccc(c23)S1(=O)=O)Nc1c(F)c(F)c(F)c(F)c1F the results were GLD-1 RNA inh 3, VLA-4 inh 9, CIT2 TOR yeast 102, GRK2 inh 0 and AGP1-GFP MLPCN 100.
`COCCCNc1oc(-c2cccs2)nc1S(=O)(=O)c1ccc(C)cc1` gave MCL1-BIM inh 1, GLD-1 RNA inh -4, VLA-4 inh 3, Fam108B inh -2, CIT2 TOR yeast 85, Bcl-xL primary 6, GRK2 inh 1 and AGP1-GFP MLPCN 101.
Screening c1ccc(Cn2nnc3c(NCC4CCCO4)ncnc32)cc1 (centres undefined) returned MCL1-BIM inh -1, GLD-1 RNA inh 7, VLA-4 inh -3, Fam108B inh 0, CIT2 TOR yeast 97, MEX-5 binding 1.7, Bcl-xL primary -2, GRK2 inh 1 and AGP1-GFP MLPCN 101.
Screening O=C(CSc1nnc(NC2CCCCC2)s1)NN1C(=O)NC2(CCCCC2)C1=O returned MCL1-BIM inh 1, GLD-1 RNA inh 1, VLA-4 inh 0, Fam108B inh -1, CIT2 TOR yeast 92, MEX-5 binding 0.0, Bcl-xL primary 4, GRK2 inh 18 and AGP1-GFP MLPCN 96.
Screening COc1ccc(NC(=O)c2sccc2C)cn1 returned MCL1-BIM inh 3, GLD-1 RNA inh -6, VLA-4 inh 5, Fam108B inh 3, CIT2 TOR yeast 97, MEX-5 binding 1.1, Bcl-xL primary 4, GRK2 inh 0 and AGP1-GFP MLPCN 97.
`O=CNCC(=O)NCCc1ccc(Cl)cc1` gave MCL1-BIM inh 4, GLD-1 RNA inh 2, VLA-4 inh -4, Fam108B inh 4, CIT2 TOR yeast 100, MEX-5 binding -2.5, Bcl-xL primary 1, GRK2 inh 1 and AGP1-GFP MLPCN 103.
`CC(=O)c1cn(CC(=O)Nc2ccccc2F)c2ccccc12` gave MCL1-BIM inh -6, GLD-1 RNA inh -6, VLA-4 inh 24, Fam108B inh 0, CIT2 TOR yeast 97, MEX-5 binding 0.7, Bcl-xL primary 1, GRK2 inh 72* and AGP1-GFP MLPCN 101.
`CCc1ccccc1N(CC(=O)N1CCN(c2ccccc2)CC1)S(C)(=O)=O` gave MCL1-BIM inh 3, GLD-1 RNA inh -1, VLA-4 inh 9, Fam108B inh 0, CIT2 TOR yeast 107, MEX-5 binding 2.3, Bcl-xL primary 6, GRK2 inh 1 and AGP1-GFP MLPCN 106.
Cc1ccc(Cl)cc1NC(=S)N(CCCN1CCN(C)CC1)Cc1cccs1 was read as MCL1-BIM inh 8, GLD-1 RNA inh 7, VLA-4 inh 0, Fam108B inh 0, CIT2 TOR yeast 92, MEX-5 binding 2.3, Bcl-xL primary 4, GRK2 inh 0 and AGP1-GFP MLPCN 101.
`COc1ccc(C2=C(c3ccc([N+](=O)[O-])cc3)C(=O)OC2)cc1` gave MCL1-BIM inh -6, GLD-1 RNA inh -1, VLA-4 inh 12, Fam108B inh -2, CIT2 TOR yeast 98, MEX-5 binding inconclusive, Bcl-xL primary -4, GRK2 inh 0 and AGP1-GFP MLPCN 84.
`CC(NCc1ccccc1Cl)C(=O)Nc1ccc(C#N)cc1` (centres undefined) gave MCL1-BIM inh 0, GLD-1 RNA inh 2, VLA-4 inh 5, Fam108B inh -1, CIT2 TOR yeast 111, Bcl-xL primary 0, GRK2 inh 0 and AGP1-GFP MLPCN 108.
`O=C(NC(c1ccc(Cl)cc1)c1c(O)ccc2ccccc12)c1ccccc1` (centres undefined) gave MCL1-BIM inh 2, GLD-1 RNA inh 7, VLA-4 inh 10, Fam108B inh -4, CIT2 TOR yeast 94, Bcl-xL primary 4, GRK2 inh 1 and AGP1-GFP MLPCN 99.
`CC1CCN(S(=O)(=O)c2ccc(NC(=O)CN3CCN(c4ccccc4)CC3)cc2)CC1` gave MCL1-BIM inh 1, GLD-1 RNA inh 0, VLA-4 inh 13, Fam108B inh 0, MEX-5 binding -1.0, Bcl-xL primary 9, GRK2 inh 0 and AGP1-GFP MLPCN 91.
`CCCC(=O)NC(Nc1ccc(S(=O)(=O)Nc2ncccn2)cc1)(C(=O)OCC)C(F)(F)F` (centres undefined) gave MCL1-BIM inh -3, GLD-1 RNA inh 4, VLA-4 inh 15, Fam108B inh 2, CIT2 TOR yeast 95, MEX-5 binding -0.9, Bcl-xL primary 2, GRK2 inh 0 and AGP1-GFP MLPCN 95.

Reprinted from the part before: two compounds, followed by the next part.
`CC1CCN(S(=O)(=O)c2ccc(NC(=O)CN3CCN(c4ccccc4)CC3)cc2)CC1` gave MCL1-BIM inh 1, GLD-1 RNA inh 0, VLA-4 inh 13, Fam108B inh 0, MEX-5 binding -1.0, Bcl-xL primary 9, GRK2 inh 0 and AGP1-GFP MLPCN 91.
`CCCC(=O)NC(Nc1ccc(S(=O)(=O)Nc2ncccn2)cc1)(C(=O)OCC)C(F)(F)F` (centres undefined) gave MCL1-BIM inh -3, GLD-1 RNA inh 4, VLA-4 inh 15, Fam108B inh 2, CIT2 TOR yeast 95, MEX-5 binding -0.9, Bcl-xL primary 2, GRK2 inh 0 and AGP1-GFP MLPCN 95.
CCc1nc(N2CCCCC2C)c2oc3ccccc3c2n1 (centres undefined) was read as MCL1-BIM inh 8, GLD-1 RNA inh 8, VLA-4 inh -2, Fam108B inh 1, CIT2 TOR yeast 98, MEX-5 binding 0.6, Bcl-xL primary 4, GRK2 inh 3 and AGP1-GFP MLPCN 97.
For COc1cccc(NC(=O)CCS(=O)(=O)c2cc3c(cc2Cl)NC(=O)CO3)c1 the results were MCL1-BIM inh -2, GLD-1 RNA inh -11, VLA-4 inh 0, Fam108B inh 2, CIT2 TOR yeast 91, MEX-5 binding -2.8, Bcl-xL primary 0, GRK2 inh 4 and AGP1-GFP MLPCN 98.
FC(F)(F)C(F)(F)c1nnc2ccc(-n3ccnc3)nn12 was read as MCL1-BIM inh 0, GLD-1 RNA inh -5, VLA-4 inh 7, Fam108B inh 1, CIT2 TOR yeast 101, MEX-5 binding -2.4, Bcl-xL primary 3, GRK2 inh 0 and AGP1-GFP MLPCN 112.
`O=C(OCC(=O)N(Cc1ccccc1)Cc1ccccc1)c1ccccc1NCCO` gave MCL1-BIM inh -12, GLD-1 RNA inh 4, VLA-4 inh -2, Fam108B inh -4, CIT2 TOR yeast 90, MEX-5 binding -0.9, Bcl-xL primary -8, GRK2 inh 0 and AGP1-GFP MLPCN 107.
O=C(Nc1ccc(Cl)cc1)C1CCCCN1S(=O)(=O)c1ccccc1 (centres undefined) was read as GLD-1 RNA inh 8, VLA-4 inh 13, CIT2 TOR yeast 86, GRK2 inh 1 and AGP1-GFP MLPCN 90.
`Cc1ccc(C)c(NC(=O)c2cc(-c3ccccc3)nn2-c2ccccc2)c1` gave MCL1-BIM inh 3, GLD-1 RNA inh 7, VLA-4 inh -9, Fam108B inh -6, CIT2 TOR yeast 104, MEX-5 binding -2.1, Bcl-xL primary 4, GRK2 inh 0 and AGP1-GFP MLPCN 98.
`CCN1C(=O)C(CC(=O)Nc2ccc(OC)cc2)N(CCc2ccc(OC)cc2)C1=S` (centres undefined) gave MCL1-BIM inh 6, GLD-1 RNA inh -1, VLA-4 inh 11, Fam108B inh -4, CIT2 TOR yeast 96, MEX-5 binding 0.8, Bcl-xL primary 3, GRK2 inh 1 and AGP1-GFP MLPCN 95.
For CCOCCOCCC(C(=O)OCC)P(=O)(c1ccccc1)c1ccccc1 (centres undefined) the results were MCL1-BIM inh 2, GLD-1 RNA inh 3, VLA-4 inh 4, Fam108B inh 1, CIT2 TOR yeast 94, MEX-5 binding -1.4, Bcl-xL primary 3, GRK2 inh 2 and AGP1-GFP MLPCN 94.
`CCCN1CCN(C(=O)C(NC(=O)c2ccco2)C(C)C)CC1` (centres undefined) gave MCL1-BIM inh 7, GLD-1 RNA inh 2, VLA-4 inh -28, Fam108B inh 2, CIT2 TOR yeast 105, MEX-5 binding 1.4, Bcl-xL primary 3, GRK2 inh 0 and AGP1-GFP MLPCN 105.
`Cc1c(CCO)c(=O)n2c([nH]c3ccccc32)c1C#N` gave MCL1-BIM inh 2, GLD-1 RNA inh 6, VLA-4 inh 6, Fam108B inh -5, CIT2 TOR yeast 96, MEX-5 binding -0.3, Bcl-xL primary 5 and AGP1-GFP MLPCN 96.
C=CCNC(=O)c1c(O)c2cccc3c2n(c1=O)CCC3 was read as MCL1-BIM inh 3, GLD-1 RNA inh -1, VLA-4 inh 23, Fam108B inh -3, CIT2 TOR yeast 102, MEX-5 binding -0.4, Bcl-xL primary -1, GRK2 inh 5 and AGP1-GFP MLPCN 96.
For CCc1ccc(NS(=O)(=O)c2ccc(OC)c3ncccc23)cc1 the results were MCL1-BIM inh 0, GLD-1 RNA inh 6, VLA-4 inh -5, Fam108B inh -2, CIT2 TOR yeast 91, MEX-5 binding 0.2, Bcl-xL primary -1, GRK2 inh 0 and AGP1-GFP MLPCN 88.
Screening Cc1c(C(=O)Nc2ccc(F)cc2)oc2ccc(S(=O)(=O)N3CC(C)CC(C)C3)cc12 (centres undefined) returned MCL1-BIM inh -2, GLD-1 RNA inh -5, VLA-4 inh -13, Fam108B inh -7, CIT2 TOR yeast 91, MEX-5 binding -0.7, Bcl-xL primary 0, GRK2 inh 12 and AGP1-GFP MLPCN 94.
COCCCNC(=S)N1CCN(c2nc(C)nc3sc4c(c23)CCCC4)CC1 was read as MCL1-BIM inh 11, GLD-1 RNA inh 6, VLA-4 inh 4, Fam108B inh -1, CIT2 TOR yeast 98, MEX-5 binding 5.5, Bcl-xL primary 0, GRK2 inh 2 and AGP1-GFP MLPCN 97.
For O=C(OCC(=O)N1CCCC1)c1c(Cl)cccc1Cl the results were MCL1-BIM inh 4, GLD-1 RNA inh 2, VLA-4 inh 27, Fam108B inh -4, CIT2 TOR yeast 87, MEX-5 binding 2.7, Bcl-xL primary 1, GRK2 inh 0 and AGP1-GFP MLPCN 71.
`COc1cccc(-c2cc(C(=O)NCCN3CCOCC3)no2)c1` gave MCL1-BIM inh 5, GLD-1 RNA inh 11, VLA-4 inh -4, Fam108B inh -5, CIT2 TOR yeast 100, MEX-5 binding -0.6, Bcl-xL primary -8, GRK2 inh 1 and AGP1-GFP MLPCN 98.
For COc1ccc(OCCC(=O)Nc2nccs2)cc1 the results were MCL1-BIM inh -1, GLD-1 RNA inh 2, VLA-4 inh 15, Fam108B inh -1, CIT2 TOR yeast 98, MEX-5 binding 1.7, Bcl-xL primary 6, GRK2 inh 2 and AGP1-GFP MLPCN 98.
For Cc1ccc(NC(=S)Nc2cccc3cnccc23)cc1 the results were MCL1-BIM inh 10, GLD-1 RNA inh 7, VLA-4 inh 1, Fam108B inh 0, CIT2 TOR yeast 94, MEX-5 binding -2.0, Bcl-xL primary 10, GRK2 inh 2 and AGP1-GFP MLPCN 99.
Screening CC(=O)OC1OCCOC1NC(=S)Nc1ccc(C)cc1 (centres undefined) returned MCL1-BIM inh 6, GLD-1 RNA inh 1, VLA-4 inh 8, Fam108B inh -2, CIT2 TOR yeast 96, MEX-5 binding 2.6, Bcl-xL primary 2, GRK2 inh 0 and AGP1-GFP MLPCN 88.
